# Bioassay records deposited in PubChem by National Center for Advancing Translational Sciences (NCATS).
# ERK EGF inh: inhibitors of EGF-stimulated ERK signaling pathway; HEK293-V1b, EGF-stimulated phospho-ERK AlphaScreen; Potency, µM (doses to about 11.5 µM), without a hit: at the highest dose activity change, negative = inhibition, usual class: inhibitors; actives 0.41% (n = 130,000); AID 1454; active = well fitted inhibition curve with a large enough effect; inconclusive = small, poorly fitted or top-dose-only effect, or effect the other way;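 note: plate controls were stimulated vehicle wells for no effect and unstimulated vehicle basal for full effect; nearly all actives have a fitted effect of over 55% in size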
#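 Compounds are titrated over HEK293-V1b cells kept overnight in 1% FBS. After 30 min at 37C, EGF (25 nM final) triggers ERK phosphorylation for 5 min, measured by AlphaScreen in lysates.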
# * marks the source's active call; other numbers are inactive results; ? = inconclusive; [ ] = dose if it differs, or a comment. Potency is the fitted concentration of half-maximal effect. Not all compounds are listed; count on the stated rates, not on these rows.
smiles	ERK EGF inh
Cc1ccc(/C=N/N2C(=O)c3ccccc3NC2c2ccc(C)cc2)cc1 (stereo unspecified)	8.1%
COc1ccc2c(c1)OCC(Cc1ccc(OC)c(O)c1)C2=O (stereo unspecified)	6.6%
CCCn1c2ccccc2c2nnc(SCc3[nH]c(=O)[nH]c3C(=O)CCCCC(=O)OCC)nc21	2.3%
COc1ccc(NC(=O)COC(=O)C23CC4CC(CC(Cl)(C4)C2)C3)c(OC)c1	0.7%
CC(=O)Nc1ccc(NC(=O)C(C)c2cccc(C(=O)c3ccccc3)c2)cc1 (stereo unspecified)	0.9%
Cc1ccccc1C(=O)Nc1nnc(CC(=O)N/N=C/c2ccncc2)s1	-7.9%[57.5 µM]
CCOC(=O)Cc1csc(NC(=S)NC(=O)c2ccccc2)n1	-3.6%
Cc1ccc(C)c(NC(=O)C2CCCN2C(=O)NC2CCCCC2)c1 (stereo unspecified)	3.4%
CCc1nnc(NC(=O)C2CC(=O)N(Cc3ccccc3)C2)s1 (stereo unspecified)	-7.6%
CCCC[C@@H]1C[C@H]1C(NC(=O)c1ccccc1)c1ccc(-c2ccccc2)cc1 (stereo partly specified)	-1.9%
Cc1nn(C(=O)c2nn(C)cc2Cl)c(C)c1Br	6.9%
O=c1[nH]nc(CNc2ccc(C(F)(F)F)cc2)c2ccccc12	-0.1%
COc1ccc(CN(C)CC(=O)Nc2cc(OC)c([N+](=O)[O-])cc2C)c(OC)c1	-2.0%
O=C(Nc1cccc(F)c1)N1CCCC2(CCNCC2)C1	4.5%
CC1CCN(c2ncnc3ccccc23)CC1	-7.0%
COc1cccc(/C=C/c2ccccn2)c1O	?
COC(=O)c1ccccc1NC(=O)Cn1nc2n(C)c3ccccc3n2c(=O)c1=O	-4.5%
N#C/C(=C(/O)CCCl)c1ccccn1	7.0%
COc1ccc2nc(NC(=O)CSc3nnc(N)s3)sc2c1	7.2%
CCC(=O)O[C@@H]1CC(=O)O[C@H](C)CC=CC=C[C@@H](O)[C@H](C)C[C@H](CC=O)[C@H](O[C@H]2O[C@H](C)[C@@H](O[C@H]3C[C@@](C)(O)[C@@H](OC(=O)CC)[C@H](C)O3)[C@H](N(C)C)[C@H]2O)[C@H]1OC	-8.7%[57.5 µM]

# Exported field by field: part of the list above.
> COc1cccc(/C=C/c2ccccn2)c1O
  ERK EGF inh: ?
> COC(=O)c1ccccc1NC(=O)Cn1nc2n(C)c3ccccc3n2c(=O)c1=O
  ERK EGF inh: -4.5%
> N#C/C(=C(/O)CCCl)c1ccccn1
  ERK EGF inh: 7.0%
> COc1ccc2nc(NC(=O)CSc3nnc(N)s3)sc2c1
  ERK EGF inh: 7.2%

# (more compounds)
smiles	ERK EGF inh
O=C1OCCN1C(=O)[C@H]1[C@H](c2ccc(F)cc2)C(c2ccc(F)cc2)=NN1c1ccccc1	8.0%
S=c1[nH]c2ccc3ccccc3c2[nH]1	-4.7%
Cc1cc(C(=O)CSc2nncs2)c(C)n1Cc1ccco1	14.5%
N#C/C(=C\c1c(N2CCCCC2)nc2ccccn2c1=O)C(=O)NCc1ccco1	1.1%
COC/C=C/C1=CC2=CC(=O)C(C)(OC(=O)c3cnc4ccccc4n3)C(=O)C2=CN1CCCCO (stereo unspecified)	-9.8%[57.5 µM]
c1ccc(C2Nc3ccccc3-c3nc4ccccc4n32)nc1 (stereo unspecified)	?
CCC(C)NC(=O)c1cc(CC(C)C)on1 (stereo unspecified)	9.7%
O=C(CSc1ccc(-c2cccs2)nn1)N1CCCCCC1	-0.1%
COc1ccc2cc(C(C)CO)ccc2c1 (stereo unspecified)	7.0%
CCCCCC1=NN2C(=O)CC(=O)N=C2S1	-14.7%[57.5 µM]
COc1ccc(NC(=O)N2CC[C@@]3(CCCN(C(=O)c4ccco4)C3)C2)cc1	-7.1%
CCC(=O)NC(c1ccc(N(C)C)cc1)c1c(O)ccc2ccccc12 (stereo unspecified)	-5.1%
CCCc1nnc2n1N=C(c1ccc([N+](=O)[O-])cc1)CS2	-3.8%[57.5 µM]
COc1ccccc1-c1c(C)nn2c(-c3ccccc3)cc(C)nc12	3.7%[57.5 µM]
COc1ccc(N2CCN(C(CNC(=O)c3ccc4c(c3)OCO4)c3ccco3)CC2)cc1 (stereo unspecified)	0.7%
Cc1ccc(C)c(OCC(O)CN2CCN(CCN3C(=O)c4cccc5cccc(c45)C3=O)CC2)c1 (stereo unspecified)	?
CCc1ccc(NC(=O)CSc2n[nH]c(C)c2[N+](=O)[O-])cc1	3.2%
CS(=O)(=O)N1CCN(C(=O)Nc2ccccc2)CC1	3.0%
CCn1c(SCC(O)c2ccccc2)nnc1-c1ccccc1 (stereo unspecified)	0.2%
Cc1cc([N+](=O)[O-])cc2c1NCC1CC=CC21 (stereo unspecified)	6.2%
COc1ccc2[nH]c(I)c(CCNC(C)=O)c2c1	-15.1%
COc1cc(NC(=O)Cc2c(C(=O)O)n(C)c3ccccc23)cc(OC)c1OC	-1.8%
Cc1nnsc1C(=O)Nc1ccccc1	-5.2%
CCC(C)N(C(=O)C(F)(F)F)C(C(=O)NC1CCCCC1)c1ccncc1 (stereo unspecified)	-8.6%
CCn1c(=O)c(=O)[nH]c2cc(C(=O)NCC3CCCCC3)ccc21	2.8%
CC(C)S(=O)(=O)C/C(N)=N/OS(=O)(=O)c1ccc(Cl)cc1	5.0%[57.5 µM]
CCC(CC)N1CCN(CCc2ccccc2)C(CCO)C1 (stereo unspecified)	-2.9%
Cc1cc(C)nc(SCc2nnc(SCC(=O)Nc3c(C)cccc3C)o2)n1	-5.6%
CCN1CCCc2cc(CN(CCN3CCOCC3)C(=S)Nc3ccccc3OC)ccc21	?
Fc1cc(F)c2nc(Nc3nc4c(F)cccc4s3)sc2c1	-4.6%
COc1cc(NC(=S)Nc2ccc(Br)cc2Cl)c(OC)cc1Cl	-0.1%
CC(C)(C)NC[C@H](O)COc1nsnc1N1CCOCC1	9.7%
COC(=O)CCC(=O)OC1(C)C(=O)C=C2C=C(C3CC3)N(CCc3c[nH]c4ccccc34)C=C2C1=O (stereo unspecified)	-9.7%[57.5 µM]
CCOc1ccc(NS(=O)(=O)c2ccc(NC(=O)[C@@H]3CCCC[C@@H]3C(=O)O)cc2)cc1	12.1%
CC(C)C[C@H](NC(=O)Nc1ccc(Oc2ccccc2)cc1)C(=O)O	-9.9%
O=C1NCC(COCC2CC=CCC2)O1 (stereo unspecified)	?
CCCCNC(=O)c1ccc(N2CCC3(CC2)OCCO3)c([N+](=O)[O-])c1	-6.0%
O=C(CSc1nc2ccccc2o1)Nc1nccs1	1.0%
COc1ccc(/C(C)=N/OC/C(O)=C(\C#N)c2nc3ccccc3[nH]2)cc1OC	-3.3%
CCC1=C(OC(=O)N(CC)CC)N2C(=O)OC(=NCC3CC3)[C@]2(C)[C@H]2C1=CC[C@H]1C(=O)N(c3ccccc3)C(=O)[C@H]12	3.9%
O=C1c2cccnc2C(Nc2ccccc2Br)N1Cc1ccco1 (stereo unspecified)	-8.9%
Cc1ccc2c(CSc3nnnn3C)cc(=O)oc2c1	-11.1%
CCCN1C(=O)COc2ccc(-c3n[nH]c(=O)c4ccccc34)cc21	-4.4%
CCOC(=O)C(Cc1cc(C(C)=O)ccc1OC(C)C)C(=O)OCC	0.8%[57.5 µM]
Cc1ccc(S(=O)(=O)NCCC(=O)Nc2ccc(C)c(Cl)c2)cc1C	-10.0%
COc1ccc(CN(C)Cc2nc(Cc3ccccc3Cl)no2)cc1OC	?
CNC(=O)Nc1cccc2cccnc12	2.0%[57.5 µM]
C1=CC2CCC1ON2c1ccccc1 (stereo unspecified)	-7.6%
Cc1ccc(C(O)(COC(=O)C(C)C)COC(=O)C(C)C)c(O)c1	18.1%[57.5 µM]
COc1cc(NC(=O)Cc2ccccc2)c(C(=O)O)cc1OC	-3.7%[57.5 µM]
Cc1ccc(S(=O)(=O)Nc2ccccc2C(=O)Nc2nc(-c3ccc(F)cc3)cs2)cc1	8.1%
O=c1ccc2ccc(Oc3ccc(Cl)cc3[N+](=O)[O-])cc2o1	-3.3%
CC(=O)Nc1nc2c(s1)C(=O)NCCC2	-8.7%
COC(=O)Nc1nn(-c2ccc(C)cc2)c(=O)c(C#N)c1C	-2.2%
CCn1c(SCc2cc(=O)[nH]c3ccccc23)nnc1C1CC1	-6.8%
Nn1c(SCC(=O)Nc2cc(S(=O)(=O)N3CCOCC3)ccc2Cl)nnc1-c1cccnc1	-3.5%
NC(=S)c1cc2cc(Br)ccc2oc1=O	5.4%
CC(C)OCCCNC(=O)C1CCC(CNS(=O)(=O)c2ccccc2)CC1 (stereo unspecified)	-2.8%
O=c1c2c(-c3ccccc3)csc2nc2c3ccccc3c(NCCN3CCOCC3)nn12	?
S=C(NCCCn1ccnc1)NC1CCCCC1	-0.1%

# The list continues:
smiles	ERK EGF inh
Cc1ccc(NC(=O)Nc2nnc(-c3ccccc3)o2)cc1	-7.9%
COC(=O)[C@@]1(C)C=C[C@@H](Cc2ccccc2)N1C(=O)c1ccccc1	6.1%
CC(=O)c1ccccc1OCCOc1ncnc2sccc12	5.7%
O=C(OC(C(=O)Nc1ccc(Cl)cc1C(F)(F)F)c1ccccc1)C1=COCCO1 (stereo unspecified)	-4.3%
COc1ccccc1C(=O)O/N=C(\N)c1ccccc1Cl	6.2%
O=C1C2C3CCC(C3)C2C(=O)N1Cc1ccccc1 (stereo unspecified)	5.2%
COc1ccc(C(=O)c2ccc(O)cc2)c(O)c1O	15.5%
COC(=O)[C@@]1(Cc2ccccc2)[C@@H]2[C@@H](CC(=O)[C@H]2CC(=O)C(=O)N(C)C)CN1C(=O)c1ccccc1	-6.4%
COc1ccccc1Nc1nc(N)nc(CSC(=S)N2CC(C)CC(C)C2)n1 (stereo unspecified)	12.2%
COc1cccc(N(CC(=O)N/N=C(\C)c2cccs2)S(C)(=O)=O)c1	-4.0%
Cc1cc(C)n(CC(O)CN(c2ccccc2)S(=O)(=O)c2ccc3ccccc3c2)n1 (stereo unspecified)	-11.1%
C=CCON/C(CCC)=C1\C(=O)C(C(=O)OC)C(C)(C)CC1=NC (stereo unspecified)	-5.1%
Cc1ccc(C)n1-c1ccc(-c2ccnc(N)n2)cc1	-3.8%
O=S(=O)(c1ccc2ccccc2c1)N1CCN(C(=S)Nc2ccc(F)cc2)CC1	5.8%
N#CC1=C(N)S[C@@H](C(=O)c2ccc(F)cc2)[C@@H]1c1cccs1	?
O=S1(=O)N=C2CCCCCN2C(c2ccc(Br)cc2)N1 (stereo unspecified)	6.9%
Cc1cc(NC2CCCCC2)nc2ccccc12	-3.4%
Cc1ccc(-n2c3c(c(O)c(-c4ccccc4)c2=O)C(=O)CC(C)(C)C3)cc1	3.3%
Cc1ccc(S(=O)(=O)N(C)CCCC(=O)Nc2ccc(C)cc2C)cc1	6.6%
CC(=O)Oc1ccc2c(=O)c(Oc3ccccc3[N+](=O)[O-])coc2c1	-9.0%[57.5 µM]

# Some of these compounds in order of their number in ERK EGF inh, low to high.
smiles	ERK EGF inh
Cc1ccc(C)n1-c1ccc(-c2ccnc(N)n2)cc1	-3.8%
Cc1ccc(-n2c3c(c(O)c(-c4ccccc4)c2=O)C(=O)CC(C)(C)C3)cc1	3.3%
O=C1C2C3CCC(C3)C2C(=O)N1Cc1ccccc1 (stereo unspecified)	5.2%
O=S(=O)(c1ccc2ccccc2c1)N1CCN(C(=S)Nc2ccc(F)cc2)CC1	5.8%
COC(=O)[C@@]1(C)C=C[C@@H](Cc2ccccc2)N1C(=O)c1ccccc1	6.1%

# Additional entries.
smiles	ERK EGF inh
CCOC(=O)c1c(NC(=S)Nc2ccccc2)sc2c1CC(C)(C)SC2	8.6%
CCCCCC(=O)Nc1ccc(C(=O)N/N=C/c2ccc([N+](=O)[O-])cc2)cc1	5.0%
Cc1ccc(/C=N/NC(=O)c2nn(C)cc2Cl)cc1	-0.3%
CCNC(=S)N=Nc1c(O)[nH]c2ccc([N+](=O)[O-])cc12	-29.2%
O=C(NNc1cc(Cl)cc(Cl)c1)c1cccs1	-17.5%[57.5 µM]
O=C(N1CCOCC1)N1CCC(NC(=O)C23CC4CC(CC(C4)C2)C3)CC1	-2.6%
Fc1ccc(Nc2nc(NCc3ccco3)c3ccccc3n2)cc1	?
CCOC(=O)C1CCN(Cc2cc(C(C)(C)C)c(O)c(C(C)(C)C)c2)CC1	1.0%
Cc1nc([N+](=O)[O-])c(C(=O)OCc2ccccc2F)n1C	0.2%
COc1ccccc1Oc1c(C)oc2c(CN3CCN(CCO)CC3)c(O)ccc2c1=O	?
Cc1nc([N+](=O)[O-])nn1C12CC3CC(CC(Cl)(C3)C1)C2	-6.6%
O=S(=O)(NC1CCCCC1N1CCOCC1)c1ccc(Cl)cc1 (stereo unspecified)	8.4%
CC(=O)c1cc(-c2ccccc2)n(CCC(=O)NC2CCCCCC2)c1C	-1.8%
Clc1ccc(Nc2ccc(Cl)nn2)cc1	1.4%[57.5 µM]
Nc1c(C(=O)N2CCOCC2)sc2nc3c(cc12)CCC3	2.9%
Cc1noc(C)c1S(=O)(=O)N1CCC(C(=O)NCCCN2CC(C)CC(C)C2)CC1 (stereo unspecified)	-10.9%
C/C(=N\Nc1ccc(C(F)(F)F)cn1)c1ccncc1	2.9%
Cc1n[nH]c(C)c1CCC(=O)N/N=C/C=C/c1ccccc1	-2.1%
